Screening data deposited in PubChem BioAssay by several laboratories.
MazF activator: MazEF (E. coli) toxin RNase activation; P0AE70; FAM/BHQ RNA-DNA oligo cleavage fluorescence, 5 h; activation, % at 20 µM; 0.32% of 350,000 active; in the data active = activation above about 50%
Target sequence (P0AE70 whole entry, looked up): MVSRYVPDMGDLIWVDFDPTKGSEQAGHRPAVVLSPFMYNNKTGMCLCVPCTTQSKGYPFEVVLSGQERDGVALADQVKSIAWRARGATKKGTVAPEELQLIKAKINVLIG
PrPC TRFRET: reduces human prion protein on the cell surface | cell surface PrPC, TR-FRET read-out | P04156 | AID 720596 | inhibition, % at 13.8 µM | 0.43% of 370,000 active; in the data active = inhibition above about 24%; note: 0% = median of the test wells and 100% = reference compound wells
3CLpro inhibitor: SARS-CoV 3CLpro protease inhibition; recombinant SARS-CoV 3CLpro, quenched FRET peptide cleavage; inhibition, % at 6 µM; 0.14% of 290,000 active; in the data active = inhibition above about 12%
Rv3671c protease: inhibitors of M. tuberculosis serine protease Rv3671c | P9WHR9 | inhibition, % at 5.96 µM | 0.048% of 320,000 active | AID 2606; in the data active = inhibition above about 38%;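 note: extracellular domain of Rv3671c used as enzyme; 0% = enzyme with DMSO and 100% = no enzyme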
Target sequence (P9WHR9 whole entry, looked up, the tested form may be a part): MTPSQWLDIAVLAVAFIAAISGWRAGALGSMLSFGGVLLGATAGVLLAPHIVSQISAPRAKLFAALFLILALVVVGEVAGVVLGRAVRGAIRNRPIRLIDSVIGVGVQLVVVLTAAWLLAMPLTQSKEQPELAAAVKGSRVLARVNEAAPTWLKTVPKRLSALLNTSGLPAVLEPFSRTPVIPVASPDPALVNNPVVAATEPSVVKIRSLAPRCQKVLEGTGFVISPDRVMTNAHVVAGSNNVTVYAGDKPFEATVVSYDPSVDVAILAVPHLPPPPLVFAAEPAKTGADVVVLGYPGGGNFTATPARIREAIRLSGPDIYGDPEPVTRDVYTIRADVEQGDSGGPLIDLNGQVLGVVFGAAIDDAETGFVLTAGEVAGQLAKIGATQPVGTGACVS
Anthrax LF prot: anthrax lethal factor protease inhibition; AID 588501; multiplex microsphere protease cleavage assay, LF; 0.12% of 360,000 active; inhibition, % at 10 µM; note: plate controls were buffer without enzyme for full effect and enzyme alone for no effect
BoNT-A LC inh2: BoNT A light chain protease inhibition | multiplex microsphere protease substrate cleavage, flow cytometry | inhibition, % at 10 µM | 0.17% of 360,000 active; note: plate controls were buffer without enzyme for full effect and enzyme alone for no effect
VHR inh abs: blocks human VHR1 dual specificity phosphatase | P51452 | recombinant VHR phosphatase, pNPP absorbance | inhibition, % at 13.3 µM | 0.52% of 290,000 active | AID 1654; in the data active = inhibition above about 50%; note: some compounds called inactive have numbers as strong as hits
Target sequence (P51452 whole entry, looked up): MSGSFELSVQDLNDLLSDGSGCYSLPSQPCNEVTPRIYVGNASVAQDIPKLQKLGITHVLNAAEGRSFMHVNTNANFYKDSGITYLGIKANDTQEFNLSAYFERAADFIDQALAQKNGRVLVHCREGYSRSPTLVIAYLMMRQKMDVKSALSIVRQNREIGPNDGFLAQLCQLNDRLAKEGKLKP
BoNT F protease: inhibitors of Botulinum neurotoxin F light chain protease; Multiplex microsphere protease cleavage assay, flow cytometry; inhibition, % at 10 µM; 0.22% of 360,000 active; AID 588497; in the data active = inhibition above about 35%, passing the limit was not always enough; inconclusive = no clear call, values can overlap the other calls; note: plate controls were buffer without enzyme for full effect and enzyme alone for no effect
CCHF vOTU inh: blocks the CCHF virus ovarian tumor domain protease; CCHFV vOTU protease, Pep-AMC fluorescence; inhibition, % at 11.5 µM; 0.55% of 370,000 active; in the data active = inhibition above about 30%; note: 0% = vehicle wells with enzyme and 100% = no enzyme wells
PriA SSB inh: inhibitors of Klebsiella pneumoniae PriA binding to SSB C-terminal tail. AlphaScreen SSBct-PriA binding, biotinylated peptide. inhibition, % at 33 µM. 0.6% of 430,000 active. AID 1272365; in the data active = inhibition mostly above about 37%, no sharp cut-off; inactive = mostly below about 20%;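 note: plate controls were negative control peptide for no effect and reference peptide for full effect; strong numbers were not always called active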
Starred values were filed as active, the others as inactive; u = inconclusive; x = not tested or not shown; & = joins results of further samples. Cut-off read from the data, not from the text of the source, unless noted: active = inhibition above about 30%; inconclusive = no clear call, values can overlap the other calls; inactive = below that. These rows are one share of the data; count on the stated rates, not on these rows.

The first 14 compounds (preview)
SMILES	MazF activator	PrPC TRFRET	3CLpro inhibitor	Rv3671c protease	Anthrax LF prot	BoNT-A LC inh2	VHR inh abs	BoNT F protease	CCHF vOTU inh	PriA SSB inh
CC1CCC2(CC1)NC(=O)N(CC(=O)c1cn(CCC#N)c3ccccc13)C2=O (centres undefined)	-5	-2	-1	-1	-2	-0.2	-4	1	-7	5
Cn1c(=O)c2c(SCC(=O)N3CCOCC3)nc(C3CC3)nc2n(C)c1=O	8	1	2	-8	-2	0.3	28	4	12	1
CCSCc1nc(N)nc(NCCc2ccccc2)n1	8	7	1	2	-3	0.3	6	-11	0	-13
CC(=O)C1=C(O)C(=O)N(c2ccc(Br)cn2)C1c1ccccc1[N+](=O)[O-] (centres undefined)	-8	11	5	-8	-5	-5.2	-6	-8	19	-2
COc1ccc(CC(=O)Nc2ccc(N3CCOCC3)cc2)cc1S(=O)(=O)N1CCOCC1	2	0	2	3	0	0.2	23	3	10	5
COc1cccc(NC(=O)Cc2ccccc2)c1	0	6	-3	11	2	-0.5	0	-10	-6	-11
C=CCOc1ccc(/C=C/C(=O)OCC(=O)NNC(=O)c2ccccc2F)cc1	-7	11	x	-5	-1	0.4	x	-5	10	-8
N#Cc1cc(-c2ccccc2)oc1NC(=O)c1ccccc1	1	-1	3	-3	-3	-0.6	11	-6	6	-2
Cc1cc(C)c(C)c(S(=O)(=O)N2CCN(C)CC2)c1C	-4	-4	-1	2	-6	0.2	17	3	-9	-17
CN(C(=O)CN1C(=O)c2ccccc2S1(=O)=O)c1ccccc1C(=O)O	10	1	-10	1	2	-0.7	13	-6	-12	-11
CCn1c(SCC(=O)Nc2ccc(Cl)cc2)nnc1C1CC1	2	14	0	0	-5	-0.5	4	-2	-3	-5
N#CCCn1cc(/C=N/O)c(-c2ccc(-c3ccccc3)cc2)n1	-7	2	2	1	-6	-0.3	28	-2	4	x
O=C(NC(NC1CCS(=O)(=O)C1)C(=O)c1ccccc1)c1ccc(Cl)cc1 (centres undefined)	-4	-1	0	6	0	0.5	13	2	-10	2
CN1CN(C)c2cccc3cccc1c23	-3	-11	-3	6	-12	-2.8	8	-36	-85	-18

Main list (from the top)
SMILES	MazF activator	PrPC TRFRET	3CLpro inhibitor	Rv3671c protease	Anthrax LF prot	BoNT-A LC inh2	VHR inh abs	BoNT F protease	CCHF vOTU inh	PriA SSB inh
CC1CCC2(CC1)NC(=O)N(CC(=O)c1cn(CCC#N)c3ccccc13)C2=O (centres undefined)	-5	-2	-1	-1	-2	-0.2	-4	1	-7	5
Cn1c(=O)c2c(SCC(=O)N3CCOCC3)nc(C3CC3)nc2n(C)c1=O	8	1	2	-8	-2	0.3	28	4	12	1
CCSCc1nc(N)nc(NCCc2ccccc2)n1	8	7	1	2	-3	0.3	6	-11	0	-13
CC(=O)C1=C(O)C(=O)N(c2ccc(Br)cn2)C1c1ccccc1[N+](=O)[O-] (centres undefined)	-8	11	5	-8	-5	-5.2	-6	-8	19	-2
COc1ccc(CC(=O)Nc2ccc(N3CCOCC3)cc2)cc1S(=O)(=O)N1CCOCC1	2	0	2	3	0	0.2	23	3	10	5
COc1cccc(NC(=O)Cc2ccccc2)c1	0	6	-3	11	2	-0.5	0	-10	-6	-11
C=CCOc1ccc(/C=C/C(=O)OCC(=O)NNC(=O)c2ccccc2F)cc1	-7	11	x	-5	-1	0.4	x	-5	10	-8
N#Cc1cc(-c2ccccc2)oc1NC(=O)c1ccccc1	1	-1	3	-3	-3	-0.6	11	-6	6	-2
Cc1cc(C)c(C)c(S(=O)(=O)N2CCN(C)CC2)c1C	-4	-4	-1	2	-6	0.2	17	3	-9	-17
CN(C(=O)CN1C(=O)c2ccccc2S1(=O)=O)c1ccccc1C(=O)O	10	1	-10	1	2	-0.7	13	-6	-12	-11
CCn1c(SCC(=O)Nc2ccc(Cl)cc2)nnc1C1CC1	2	14	0	0	-5	-0.5	4	-2	-3	-5
N#CCCn1cc(/C=N/O)c(-c2ccc(-c3ccccc3)cc2)n1	-7	2	2	1	-6	-0.3	28	-2	4	x
O=C(NC(NC1CCS(=O)(=O)C1)C(=O)c1ccccc1)c1ccc(Cl)cc1 (centres undefined)	-4	-1	0	6	0	0.5	13	2	-10	2
CN1CN(C)c2cccc3cccc1c23	-3	-11	-3	6	-12	-2.8	8	-36	-85	-18
S=C(c1ccc2c(c1)OCO2)N1CCCC1	-1	1	1	3	3	0.2	6	5	3	-18
COc1ccc(C#Cc2c(-c3ccsc3)oc3ccc(-c4cc(OC)c(OC)c(OC)c4)cc23)cc1	-21	-2	x	2	1	-0.4	x	-1	-8	-5
O=C(CSc1nc(Nc2ccccc2)nc(N2CCOCC2)n1)Nc1ccc(Br)cc1F	-14	4	9	-6	1	0.4	10	-1	0	-16
O=C1C2C3C=CC(CO)(O3)C2C(=O)N1c1ccccc1-c1ccccc1 (centres undefined)	0	x	6	0	5	0.7	3	10	x	-6
Cn1c(N)c(C(=O)COC(=O)COc2ccc(Cl)cc2)c(=O)n(C)c1=O	5	2	x	-5	0	0.4	x	-3	1	-4
COc1cccc(N2CCN(C(=S)Nc3cc(C)cc(C)c3)CC2)c1	3	-4	-1	6	-4	-1.3	-14	-5	-2	-8
COc1ccccc1N(CC(=O)NCCSCc1ccccc1)S(=O)(=O)c1ccccc1	-9	-5	x	x	0	-0.8	x	-7	-1	x
CN1CCC(N(C)S(=O)(=O)c2ccc(NC(=O)c3ccc(S(=O)(=O)N(C)C)cc3)cc2)CC1	2	0	x	1	1	0.2	x	-3	-2	-7
O=C(Nc1ccc(F)cc1)c1ccc2nc[nH]c2c1	1	-6	0	-8	2	0.0	6	-3	2	4
COc1ccc(OCCSc2ncc(CO)n2C)cc1	-6	-1	-3	-3	0	-2.4	9	-9	-14	-5
Cc1c(NC(=O)c2cccs2)cccc1-c1nc2ccccc2s1	2	-1	4	-12	0	0.1	14	0	-1	-13
CCN1CCN(C(=O)COc2ccc3oc4c(c3c2)CCCC4)CC1	1	4	x	-1	1	-0.4	x	-7	18	-5
Cn1ccnc1C(=O)c1ccc(S(=O)(=O)N2CCCC2)cc1	11	-8	3	2	-3	-0.6	14	-3	-4	-1
Nc1nc(N2CCN(c3ccccn3)CC2)nc2ccccc12	6	-6	-2	-6	6	1.5	-14	6	4	-6&-19
CC(=O)Nc1ccc(S(=O)(=O)NCCC(=O)N2CCN(c3ccccc3Cl)CC2)cc1	-1	-5	x	-6	3	-0.2	x	-4	0	-6
CCCCOc1ccc(/C=C/C2=CC(C)(C)NC(=S)N2)cc1OCC	0	-1	0	13	-2	-2.4	-3	-14	-5	22
CC(=O)Nc1ccc(S(=O)(=O)N2CCC(c3nc4ccc(C)cc4[nH]3)CC2)cc1	6	-9	4	5	-2	-1.1	14	-4	-2	-10
Cc1ccc(S(=O)(=O)N(CC(=O)N2CCc3ccccc3C2)c2cccc(Cl)c2)cc1	-8	-1	-1	-9	-1	0.2	12	-4	15	10
CCC(C)(C)c1nnc(NC(=O)C2CC(=O)N(CCc3ccc(F)cc3)C2)s1 (centres undefined)	-3	2	0	-3	-7	-3.1	-20	-5	11	-3
CN1CCC(OC(=O)Cc2ccc(Cl)cc2)CC1	-4	0	1	-5	0	-0.3	0	-2	-3	-7
COc1ccc(C2C(C(=O)N3CCN(c4ccccn4)CC3)CC(=O)N2c2ccc(OC)cc2)cc1 (centres undefined)	-1	-4	-2	-13	1	-0.5	3	-6	-2	-2
COC(=O)C[C@@H]1C[C@@H]2c3cc(NS(=O)(=O)c4ccccc4)ccc3O[C@@H]2[C@@H](CO)O1	7	11	x	x	-1	-0.1	x	-1	0	x
COc1ccc(NC(=O)CSc2nc3ccccc3c(=O)n2CCCN2CCC(C)CC2)c(OC)c1	2	-1	0	6	2	-0.7	0	0	14	7
COC(=O)[C@]12CCCCC=C1N(CCC1=CCCCC1)C(=O)[C@H](CC(=O)N1CCCCC1)C2	x	4	x	x	2	-0.8	x	-7	7	x
COc1ccc([C@H]2C[C@H](O)[C@@H](n3cc(C4CC4)nn3)CN2CC2CCCCC2)cc1	1	0	x	x	-1	0.2	x	3	1	x
COc1cc(/C=N/NC(=O)c2cccc(NC(=O)c3ccccc3C)c2)ccc1O	12	5	-1	5	2	-6.7	-9	-15	0	x
CCCCCCCCN1C(=O)[C@H](CC(=O)NCc2ccc(C)o2)C[C@@]2(C(=O)OC)CCCCC=C12	x	8	x	x	0	0.9	x	5	23	x
CCOc1ccc(NC(=O)C(c2ccccn2)N(C(=O)CCl)c2ccc(OCC)cc2)cc1 (centres undefined)	22	x	5	-3	-2	-0.8	12	-4	x	4
COc1ccc(CCNC(=O)CCSCc2ccccc2F)cc1OC	1	3	2	-7	5	2.6	27	48*	14	-16
CCOc1ccc(N(CC(=O)Nc2ccc(C)cc2C)S(C)(=O)=O)cc1	7	-2	1	5	5	-3.5	8	-7	12	-13
CCOC(=O)c1cnc2ccc(C(=O)OC)cc2c1NCCCN1CCOCC1	3	-2	6	x	-10	-9.0	5	u	-14	0
O=C(CCN1C(=O)/C(=C/c2ccccc2)SC1=S)NNC(=O)c1ccncc1	135*	2	1	-4	3	0.4	19	0	-4	-14
CCOC(=O)c1cnc(SC)nc1Sc1ccc(Cl)cc1Cl	-7	-3	-1	3	-3	-0.4	2	-6	-8	-9
O=C(c1ccccc1C(=O)N1CCN(c2ccccc2F)CC1)N1CCN(c2ccccc2F)CC1	0	-2	3	0	2	0.3	-6	-8	6	16
COc1ccc(C)cc1NC(=O)CSc1nnc(CC(=O)Nc2ccccc2C)n1C	6	3	0	-4	-5	-0.2	25	4	-8	-9
